LGR2 inh: Drosophila LGR2 receptor signaling inhibition; HEK293 LGR2, CRE-luciferase, bursicon-stimulated, 4 h; inhibition, % at 9.99 µM; actives 0.35% (n = 380,000); AID 720647;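 active means drop in luminescence signal, shown as inhibition above about 50% in the replicate tests, limit read from the data, passing the limit was not always enough; inconclusive means probably only some replicates passing the limit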;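 further: agonist challenge used bursicon conditioned medium at about half maximal strength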
SIRT5 block: inhibitors of human sirtuin-5 desuccinylase | Q9NXA8 | Purified SirT5, succinyl-peptide AMC, trypsin-coupled fluorescence | inhibition, % at 15 µM | actives 1.1% (n = 330,000) | AID 652115; in the data active means inhibition above about 15%; inconclusive means no clear call, values can overlap the other calls
Target sequence (Q9NXA8 whole entry, looked up): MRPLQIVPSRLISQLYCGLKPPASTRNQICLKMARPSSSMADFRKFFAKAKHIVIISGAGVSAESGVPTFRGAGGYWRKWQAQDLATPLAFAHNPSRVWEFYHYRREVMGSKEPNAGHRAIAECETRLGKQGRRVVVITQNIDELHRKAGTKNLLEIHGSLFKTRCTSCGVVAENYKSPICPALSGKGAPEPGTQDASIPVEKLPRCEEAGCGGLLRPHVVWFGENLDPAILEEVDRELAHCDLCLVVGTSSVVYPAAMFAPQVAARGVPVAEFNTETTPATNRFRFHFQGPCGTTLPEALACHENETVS
S100A4 MyoIIA: inhibitors of human S100A4 binding to myosin IIA peptide | P26447 | S100A4/TAMRA-MyoIIA peptide fluorescence polarization | inhibition, % at 10.7 µM | actives 0.14% (n = 360,000) | AID 652163;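 active means mean inhibition of at least 70% across replicates, with every replicate also reaching that level; inconclusive means mean inhibition reaches 70% but some replicates fall short; inactive means mean inhibition below 70%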
Target sequence (P26447 whole entry, looked up): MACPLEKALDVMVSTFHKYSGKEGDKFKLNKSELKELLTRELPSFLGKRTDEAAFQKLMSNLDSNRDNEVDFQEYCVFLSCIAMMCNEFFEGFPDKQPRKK
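Test system: S100A4 monomer protein. Medium: HEPES buffer with Ca2+, pH 7.2. Reagent: fluorescent myosin IIA peptide, 5 nM. Compound dosing: single-point compound testing. Timing: 5 min between mix addition and reading. Benchmarks: DMSO neutral and TFP positive wells.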
FN deposit inh: fibronectin deposition inhibition. actives 0.086% (n = 350,000). AH1F fibroblasts, Alexa488-fibronectin deposition fluorescence, overnight. inhibition, % at 12.6 µM;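 active means mean inhibition across replicates of 30% or more, regardless of how many single replicates reach that level; inconclusive means mean under 30% yet at least half of replicates reach 30%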;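 further: positive control wells lacked labelled fibronectin entirely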
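Material: AH1F fibroblasts assembling fluorescent fibronectin matrix; amount: 10000 AH1F cells/well; medium: DMEM, 2% serum; reagent: Alexa488-fibronectin, 24 nM final in well; dosing: single compound dose, delivered by pin transfer; incubation: 1 h adhesion, overnight exposure; detection: fluorescence after three HBSS washes, excitation 485 nm, emission 525 nm; measure: fibronectin deposition inhibition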
CASP6 VEID inh: blocks human caspase-6 cleavage activity; inhibition, % at 12.5 µM; purified caspase-6, Z-VEID-R110 cleavage fluorescence; P55212; actives 0.53% (n = 350,000);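 active means mean inhibition across replicates at least about 35%, with every replicate also reaching that limit, limit read from the data; inconclusive means only one of the two criteria met; inactive means neither criterion met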;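 further: 0% = median of neutral control wells and 100% = no fluorescence left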
Target sequence (P55212 24-179 limits assumed): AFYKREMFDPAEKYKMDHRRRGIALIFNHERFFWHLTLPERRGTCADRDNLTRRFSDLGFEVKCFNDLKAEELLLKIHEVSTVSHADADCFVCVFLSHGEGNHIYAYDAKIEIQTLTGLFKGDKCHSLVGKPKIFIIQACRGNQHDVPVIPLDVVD
Target sequence (P55212 194-293 limits assumed): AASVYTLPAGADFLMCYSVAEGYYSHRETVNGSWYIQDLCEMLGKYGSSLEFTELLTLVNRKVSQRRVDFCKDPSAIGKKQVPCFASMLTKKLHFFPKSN
esBAF inh: inhibitors of esBAF chromatin remodeling in mouse ES cells. Bmi1-luciferase knock-in reporter, 24 h; 100% = twice the neutral-well signal. reporter increase, % at 12.5 µM. actives 2% (n = 350,000). AID 602393; in the data active means activation above about 40%; inconclusive means no clear call, values can overlap the other calls;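 further: 0% = median of the plate's neutral control wells and 100% = double that signal; a rise in the Bmi1 reporter signal indicates esBAF inhibition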
C2C12 statin: suppressors of simvastatin-induced myotoxicity in C2C12 myotubes | ATP luminescence, 48 h; scaled: DMSO 0, geranylgeraniol control 100 | rescue of ATP level, % at 7.49 µM | actives 0.78% (n = 330,000);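 active means mean ATP rescue above about 67%, or every replicate alone reaching that limit, limit read from the data, passing the limit was not always enough; inconclusive means no clear call, values can overlap the other calls; inactive means mean under the limit and some replicate under it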;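 further: myotubes were challenged with 10 µM simvastatin during compound exposure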
An asterisk follows results filed as active; ? = inconclusive; nt = no result given. The list is partial, so the mix of outcomes need not match the whole.

SMILES | LGR2 inh | SIRT5 block | S100A4 MyoIIA | FN deposit inh | CASP6 VEID inh | esBAF inh | C2C12 statin
COCCNC(=O)C[C@@H]1C[C@@H]2c3cc(NC(=O)CC4CC4)ccc3O[C@@H]2[C@@H](CO)O1 | -17 | -12 | -1 | -4 | 8 | -1 | -2
COc1ccccc1NC(=O)N1CCCCN2[C@H](CO)[C@@H](c3ccc(-c4cccc(C#N)c4)cc3)[C@@H]2C1 | -4 | 13 | -4 | 10 | -1 | 6 | -25
Cc1cc(C)n2nc(SCC(=O)NCc3ccco3)nc2n1 | -6 | nt | nt | 8 | nt | 1 | 4
O=C(Nc1ccc(N2CCOCC2)cc1)NC1CCCCC1 | nt | nt | nt | -1 | nt | 14 | -15
O=C(Cc1ccncc1)Nc1ccc2c(c1)[C@@H]1C[C@@H](CC(=O)N3CCc4ccccc4C3)O[C@@H](CO)[C@@H]1O2 | -12 | -6 | 16 | -2 | 6 | -6 | 0
O=C(/C=C/c1ccccc1)Oc1coc(CSc2ncccn2)cc1=O | -6 | -7 | 17 | -17 | 16 | 4 | 8
COc1ccc(C(=O)N2C[C@H]3[C@@H](c4ccccc42)[C@@H](CO)N3C(=O)Cc2ccccn2)cc1 | 9 | -3 | -3 | -1 | 1 | -1 | 7
CN1CCN(C(=O)c2cc(-c3cccc(Cl)c3)on2)CC1 | -20 | nt | nt | -2 | nt | 17 | -19
CCOC(=O)c1sc2nc3c(cc2c1N)C(=O)CC(C)(C)C3 | -38 | 1 | -8 | nt | 1 | nt | nt
CCOC(=O)C1(C(F)(F)F)N=C(C(F)(F)F)Nc2ccccc21 (stereo not given) | 2 | -2 | -2 | nt | -2 | 4 | 2
CC1(C)CC(=O)C=C(NCCN2CCN(C(=S)Nc3ccc(F)cc3)CC2)C1 | nt | -1 | -2 | 3 | -4 | -7 | 0
CC(C)COc1nc2ccccc2nc1N1CCN(C)CC1 | 2 | 0 | -1 | 8 | -5 | 2 | 1
Cc1snnc1C(=O)NC(=S)Nc1ccccc1 | -1 | 3 | -5 | -24 | 16 | nt | nt
O=C(Nc1ccccc1)N1CCCCN2[C@H](CO)[C@H](c3ccc(-c4ccccc4F)cc3)[C@@H]2C1 | -3 | 1 | -3 | nt | 1 | nt | nt
Cc1nc(C(=O)NCC(=O)c2ccc(Cl)cc2)c(C(F)(F)F)o1 | -16 | 0 | -5 | 3 | -1 | -2 | 8
C/C=C/c1ccc2c(c1)O[C@H](CN(C)C(=O)Nc1ccc(F)cc1)[C@H](C)CN([C@@H](C)CO)S2(=O)=O | 13 | -6 | -5 | nt | -4 | 0 | 29
O=C(Nc1ccccc1)N1CC(=O)N2[C@H](CO)[C@@H](c3ccc(C#CC4CC4)cc3)[C@H]2C1 | 6 | -3 | 6 | -10 | -1 | nt | nt
COc1ccccc1NC(=O)CCC(=O)Nc1ccccc1OC | nt | nt | nt | -2 | nt | -1 | 2
O=C(OCC#CCSc1nnc(-c2cccc3ccccc23)o1)c1cccs1 | nt | nt | nt | -3 | nt | 1 | -1
O=C(Nc1ccc(F)c(Cl)c1)C1CC2CCC1C2 (stereo not given) | 0 | -2 | -2 | -6 | -1 | 3 | -4

3 of the entries above in order of their number in esBAF inh, highest first:
structure | esBAF inh
O=C(Nc1ccc(N2CCOCC2)cc1)NC1CCCCC1 | 14
O=C(Nc1ccc(F)c(Cl)c1)C1CC2CCC1C2 (stereo not given) | 3
COCCNC(=O)C[C@@H]1C[C@@H]2c3cc(NC(=O)CC4CC4)ccc3O[C@@H]2[C@@H](CO)O1 | -1

Later entries:
SMILES | LGR2 inh | SIRT5 block | S100A4 MyoIIA | FN deposit inh | CASP6 VEID inh | esBAF inh | C2C12 statin
CSc1ccc(/C=C(\C#N)C(=O)Nc2cccc(C)c2)cc1 | -60 | nt | 0 | -11 | -5 | nt | nt
COc1ccc(NC(=O)Nc2ccc3c(c2)C(=O)N([C@H](C)CO)C[C@@H](C)[C@H](CN(C)Cc2ccccc2)O3)cc1 | 13 | 5 | 11 | nt | -1 | 2 | -46
COC1CC(NC(C)=O)C(OC(=O)c2ccccc2)C(CBr)O1 (stereo not given) | -28 | 3 | -26 | 11 | nt | -6 | -5
COCC(=O)NC[C@@H]1[C@@H](c2ccc(C3=CCCC3)cc2)[C@@H](CO)N1C(=O)C1CC1 | 13 | 1 | 1 | -11 | -1 | -3 | 0
COc1ccc(CN(C)C[C@@H]2OCCCC[C@H](C)Oc3ccc(NC(=O)Nc4ccc(OC)cc4)cc3C(=O)N([C@@H](C)CO)C[C@@H]2C)cc1 | 13 | 4 | -6 | -3 | 1 | -3 | nt
CCCCNS(=O)(=O)CCNCCc1ccccc1 | -2 | nt | -4 | 5 | 0 | 0 | 5
COc1ccc(/C=N/N2CCN(c3ccc(Cl)cc3)CC2)cc1O | 8 | -5 | -2 | 3 | 0 | -13 | 8
CC(=O)N1N=C(c2ccco2)CC1c1cc2ccc(C)cc2nc1Cl (stereo not given) | nt | 0 | -4 | -8 | 2 | nt | nt
Cc1cccc(NC(=O)c2ccc(COc3cccc4ccccc34)o2)n1 | -1 | nt | -6 | -5 | 0 | nt | nt
COc1ccc2nc(SCC(=O)N3CCNC3=O)[nH]c2c1 | -17 | 7 | -2 | 2 | 0 | 24 | -1
O=C(Cc1ccccc1)c1ccc(O)cc1 | -24 | 18* | -3 | 5 | 0 | 29 | 4
CS(=O)(=O)c1cccc(S(=O)(=O)N2CCCCCC2)c1 | 0 | -1 | -1 | -10 | -1 | 6 | 8
CCOC(=O)C(NCc1ccccc1OC)(NC(C)=O)C(F)(F)F (stereo not given) | nt | nt | nt | -6 | nt | 3 | 8
Cc1ccc(Cl)cc1-c1cc(C(=O)NCc2ccccc2)[nH]n1 | 6 | -5 | 0 | -5 | -4 | -8 | 4
C=CCNC(=O)c1ccc(CN(c2ccc(OCC)cc2)S(=O)(=O)c2ccc(C)cc2)cc1 | 19 | 0 | -7 | 10 | -1 | 6 | -4
COc1cc(/C=N/Nc2cc(C)nc(NS(=O)(=O)c3ccccc3)n2)ccc1O | 7 | 3 | 3 | 5 | -1 | -2 | 4
Cc1ccc(C(=O)NNC(=O)Cn2ccc(C(F)(F)F)n2)o1 | 0 | 0 | -1 | -11 | 15 | -4 | -17
O=C(CNC(=O)Cn1ccc2ccccc2c1=O)NCCCN1CCN(c2cccc(Cl)c2)CC1 | nt | nt | nt | -12 | nt | -6 | -24
CCc1nc2ccc(C(=O)NCCc3ccccn3)cn2c1N(CC)Cc1cccc(Br)c1 | -15 | nt | -7 | 1 | 1 | -1 | -6
CC(Sc1ncnc2sccc12)C(=O)Nc1ccc(C(N)=O)cc1 (stereo not given) | 8 | -3 | 0 | -5 | 0 | -4 | 7
CNC(=S)NCC(O)c1ccc([N+](=O)[O-])cc1 (stereo not given) | nt | -3 | -4 | -3 | -3 | nt | nt
CCN1CCCC1CNC(=O)C(NC(=O)C1CCC(C)CC1)C(C)C (stereo not given) | nt | nt | nt | -6 | nt | -1 | 11
COc1ccc(OCC#CCn2ccnc2)cc1 | -2 | -5 | -1 | -19 | 0 | nt | nt
COc1ccc(CNC(=O)COC(=O)CCN2C(=O)C3CC=CCC3C2=O)cc1OC (stereo not given) | 3 | -2 | -11 | 4 | 0 | -7 | 5
O=C(CN1C(=O)NC2(CCCCCCC2)C1=O)NCc1ccc(F)cc1 | -14 | -1 | -2 | 4 | -3 | -2 | -5
Cc1cn(S(=O)(=O)c2ccc(Cl)cc2)c(C)n1 | 1 | -6 | 4 | 2 | 1 | nt | nt
COc1ccc(OC)c(-c2nnc3n2N=C(c2ccc(OC(F)F)c(OCC4CC4)c2)CS3)c1 | 6 | nt | -4 | -11 | -1 | -22 | 5
CCOC(=O)COc1ccc(S(=O)(=O)N2CCN(c3ccc(OC)cc3)CC2)cc1 | 8 | 1 | 5 | -8 | -1 | nt | nt
O=C(Cn1ncc2c(=O)oc3ccccc3c21)NCCCN1CCCC1=O | -3 | -9 | 3 | 5 | -1 | -7 | -3
COCCCN1CC(=O)N2C(c3ccc(OC)c(OC)c3)c3[nH]c4ccccc4c3C[C@H]2C1=O (stereo not given in full) | 3 | -7 | -4 | 5 | -2 | 2 | 13
CC(C)(C)N(Cc1ccccc1)C(=O)COC(=O)CNC(=O)c1ccco1 | -12 | 1 | -6 | -3 | 2 | -4 | -12
C[C@H](CO)N1C[C@H](C)[C@@H](CN(C)C(=O)NC2CCCCC2)Oc2ccc(NC(=O)C3CCCCC3)cc2CC1=O | -19 | -1 | 9 | nt | 2 | 0 | -20
CCN(C(=O)CSc1nc2ccc(O)cc2c(=O)n1-c1ccc(OC)c(OC)c1)C1CCS(=O)(=O)C1 (stereo not given) | -3 | -1 | 3 | 1 | 2 | -9 | -4
COC(=O)CCC(=O)NNC(=O)c1ccc(Cl)cc1Cl | 14 | nt | nt | -3 | nt | 0 | -5
N#Cc1cccc(OC(=O)c2ccc3c(=O)n4c(nc3c2)CCC4)c1 | 1 | -15 | -2 | nt | 3 | nt | -4
O=S(=O)(N[C@H]1CC[C@@H](CCn2cc(C3CC3)nn2)O[C@H]1CO)c1ccc(Cl)cc1 | -23 | 5 | -8 | -13 | -2 | -2 | 2
CC1CCN(CCC(=O)Nc2ccc3c(c2)CCC3)CC1 | 1 | nt | nt | nt | nt | 4 | 4
O=C(Nc1ccc([N+](=O)[O-])cc1Br)c1cccnc1 | 12 | -1 | -4 | 1 | 3 | nt | nt
Cc1ccc(S(=O)(=O)N2CCN(C(=O)N3CCOCC3)CC2)c(C)c1 | 5 | -2 | -1 | 4 | 0 | -1 | -1
CC(C)c1nnc(NC(=O)C2CCCN2S(=O)(=O)c2ccc(Cl)cc2)s1 (stereo not given) | nt | nt | nt | 4 | nt | -1 | 9
C[C@@H]1CN([C@@H](C)CO)C(=O)Cc2cc(NC(=O)Cc3ccccc3)ccc2O[C@@H]1CN(C)C(=O)Nc1ccc2c(c1)OCO2 | 5 | -2 | -20 | nt | 0 | 21 | 6
O=C(C[C@@H]1C[C@H]2c3cc(NC(=O)Nc4ccccc4)ccc3O[C@H]2[C@H](CO)O1)NC1CCCCC1 | -4 | 0 | -17 | -6 | -2 | 4 | 3
O=C([C@H]1[C@H](CO)[C@H]2Cn3c(ccc(-c4cccnc4)c3=O)[C@@H]1N2CCC(F)(F)F)N1CCCCC1 | 1 | -6 | -6 | nt | -14 | -4 | -28
C[C@@H]1CCCCO[C@@H](CN(C)Cc2ccc(C(F)(F)F)cc2)[C@H](C)CN([C@@H](C)CO)C(=O)c2cc(NC(=O)Cc3ccccc3)ccc2O1 | 8 | nt | nt | nt | nt | 8 | 49
S=C(NCc1cccnc1)Nc1ccc(Cl)cc1Cl | -2 | -1 | ? | 10 | 1 | nt | nt
COc1ccc(C(C(=O)NC2CCCC2)N(C(=O)c2ccco2)c2cc3c(cc2C(C)=O)OCO3)cc1 (stereo not given) | -2 | -2 | 0 | -2 | 2 | 4 | -9
CC(C)(C)C1CCC(=O)N(CCC#N)CC1 (stereo not given) | 12 | 1 | 1 | -9 | -2 | -8 | 2
CN1C(=O)c2cc(NC(=O)C3CCCC3)ccc2OC[C@H]2O[C@H](CC(=O)NCC(F)(F)F)CC[C@H]21 | -2 | nt | -3 | -12 | 1 | 6 | 3
C[C@H]1CN([C@@H](C)CO)C(=O)Cc2cc(NC(=O)C3CC3)ccc2O[C@H]1CN(C)Cc1ccc(C(=O)Nc2ccccc2N)cc1 | 0 | nt | -10 | nt | -1 | -24 | 26

Source: PubChem (Broad Institute)
